High-throughput results as filed in PubChem BioAssay.
Shiga toxin inh: A qHTS for Small Molecule Inhibitors of Shiga Toxin; inhibition, % at 38.7 µM; actives 9.2% (n = 290,000); Vero cells, Shiga toxin protein synthesis inhibition reporter; AID 2315, 2010; in the data active = inhibition mostly above about 28%, no sharp cut-off; inactive = mostly below about 43%; note: 0% is about no effect
Cycloheximide cs: Cycloheximide Counterscreen for Small Molecule Inhibitors of Shiga Toxin. AID 2314, 2010. actives 12% (n = 300,000). max response, %. cell reporter, cycloheximide protein synthesis inhibition counterscreen; in the data active = max response mostly above about 13%, no sharp cut-off; inactive = mostly below about 14%; note: read at 38.3 µM for the half of the compounds with a filed dose; 0% is about no effect
Pf growth 96h: Primary qHTS for delayed death inhibitors of the malarial parasite plastid, 96 hour incubation | P. falciparum luciferase reporter growth, 96 h | Potency, µM (top dose mostly 28.7 µM), inactives show at the top dose activity change, negative = inhibition, actives largely listed as inhibitors | actives 6.9% (n = 320,000); note: potency is the fitted concentration of half-maximal effect; % is set by controls: 0 for no effect and ±100 for the full control effect
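Infected RBCs, 2% Hct / 0.05% parasitemia final; luciferase-reporter P. falciparum; cpd 96 h, 37 C, 5% CO2; luciferase detection reagent; luminescence.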
AMA1-RON2 inh: qHTS for Inhibitors of AMA1-RON; Towards Development of Antimalarial Drug Lead: Primary Screen | AlphaScreen AMA1-biotinylated RON2 peptide binding | actives 0.2% (n = 360,000) | Potency, µM (series often up to 58.2 µM), for inactives: at the highest dose activity change, negative = inhibition, usual class: inhibitors | Plasmodium falciparum AMA1 (3D7) - RON2 peptide interaction | AID 720542, 2013;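 note: potency is the fitted concentration of half-maximal effect; 0% = vehicle wells and -100% = peptide control; nearly all actives have a fitted effect of over 45% in size; some results filed as inactive show a strong effect at the top dose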
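AMA1 (3D7) with his tag at 25 nM final met compounds first, then biotinylated RON2 peptide at 25 nM; detection used donor plus acceptor beads, 10 µg/mL apiece, read by AlphaScreen after 30 min at room temperature.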
LmPK inhibitor: qHTS Assay for Inhibitors of Leishmania Mexicana Pyruvate Kinase (LmPK); purified LmPK, Kinase-Glo ATP luminescence, 1 h; Potency, µM (series often up to 57.5 µM), for inactives: top-dose activity change, negative = inhibition, actives largely listed as inhibitors; actives 0.37% (n = 290,000); Q27686; note: potency is the fitted concentration of half-maximal effect; % is set by controls: 0 for no effect and ±100 for the full control effect
Target sequence (Q27686 whole entry, looked up): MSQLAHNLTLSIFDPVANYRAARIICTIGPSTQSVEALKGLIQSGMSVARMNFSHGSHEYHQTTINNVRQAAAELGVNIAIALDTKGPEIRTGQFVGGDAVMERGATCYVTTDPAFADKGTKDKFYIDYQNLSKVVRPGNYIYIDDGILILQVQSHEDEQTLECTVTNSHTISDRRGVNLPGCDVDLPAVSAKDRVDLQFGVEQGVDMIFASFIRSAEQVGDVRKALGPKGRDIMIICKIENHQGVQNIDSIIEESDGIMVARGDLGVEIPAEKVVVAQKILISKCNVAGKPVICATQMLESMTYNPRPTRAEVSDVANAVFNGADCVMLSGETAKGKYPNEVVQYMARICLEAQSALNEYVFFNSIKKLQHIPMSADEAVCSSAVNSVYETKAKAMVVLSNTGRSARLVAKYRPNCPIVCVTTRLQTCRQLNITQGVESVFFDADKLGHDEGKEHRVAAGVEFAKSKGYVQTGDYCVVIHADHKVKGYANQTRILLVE
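Purified LmPK (0.1 nM) with 0.5 mM PEP and 0.1 mM ADP in imidazole buffer pH 7.2 with MgCl2/KCl, 1 h at room temperature. ATP formed was read by luciferase luminescence and normalized to no-enzyme and uninhibited controls.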
TbPYK inhibitor: qHTS of Trypanosoma Brucei Inhibitors; pyruvate kinase (Trypanosoma brucei), Q57TT1; TbPYK enzyme, Kinase-Glo Plus ATP luminescence, 45 min; Potency, µM (highest dose often 76.8 µM), for the others: top-dose activity, negative = inhibition, actives largely listed as inhibitors; actives 0.12% (n = 410,000); AID 624173, 2012; note: potency is the fitted concentration of half-maximal effect; % is set by controls: 0 for no effect and ±100 for the full control effect; nearly all actives have a fitted effect of over 50% in size
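ADP (130 uM final) triggers the TbPYK reaction after compound addition; incubation is 45 min at room temperature. Kinase-Glo Plus is then added and luminescence imaged. Normalized data are fitted to concentration-effect curves.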
Pf growth 48h: Primary qHTS for delayed death inhibitors of the malarial parasite plastid, 48 hour incubation; actives 5.9% (n = 310,000); Potency, µM (doses to about 28.7 µM), inactives show at the top dose activity change, negative = inhibition, most hits filed as inhibitors; P. falciparum luciferase growth in erythrocytes, 48 h; AID 504832, 2011; note: potency is the fitted concentration of half-maximal effect; % is set by controls: 0 for no effect and ±100 for the full control effect
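Firefly luciferase activity from engineered P. falciparum reports growth; inhibitors lower the luminescent signal. Cultures contained 2% hematocrit erythrocytes at 0.1% final parasitemia.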
The depositor's hits bear a star; ? = inconclusive; / = no result given; & = joins results of further samples; [ ] = remark or other dose. Unless noted, calls come from the whole dose curve; as a rule, active = well fitted curve in the direction sought with a large enough effect; inconclusive = small, poorly fitted or top-dose-only effect, or another doubt; inactive = no such curve, though single readings can be large; an effect the other way counts as inactive or inconclusive.

Structure	Shiga toxin inh	Cycloheximide cs	Pf growth 96h	AMA1-RON2 inh	LmPK inhibitor	TbPYK inhibitor	Pf growth 48h
COc1cccc(-c2nnc(SCC(=O)N3CC(C)CC(C)C3)o2)c1 (centres undefined)	-12	-7	?	0%	17%	0%	/
CCCOC(=O)c1c(N)sc2c1CCC2	10	-3	?	-3%	1%	-12%	-3%
CNC(=S)N(Cc1ccco1)Cc1cc2cc(OC)ccc2[nH]c1=O	-3	-4	293%[activator]	-8%	3%	1%	2.6µM*
CC(=O)OCC1=C(C(=O)O)N2C(=O)C(NC(=O)Cc3ccccc3)C2SC1 (centres undefined)	/	/	?	/	/	3%	-11%
CN(C)c1nc(-c2ccccc2)c2cnn(Cc3ccccc3)c2n1	-14	-3	?	123%[activator]	2%	-8%	/
COCCn1c(SCC(=O)N2CCCc3ccccc32)nc2c(c1=O)SC(C)C2 (centres undefined)	8	-1	?	-13%	5%	-7%	?
CCCCn1c(O)c(C(CC)=NCCCn2ccnc2)c(=O)[nH]c1=O	-8	-2	-16%	-1%	5%	-1%	-11%
COc1ccc(-n2nc(C(=O)NCC(=O)N3CCN(Cc4ccccc4)CC3)c3ccccc3c2=O)cc1	-6	0	22%	12%	5%	2%	?
O=c1[nH]c(/C=C\c2ccc(O)c(Cl)c2)nc(O)c1[N+](=O)[O-]	-10	2	219%[activator]	0%	1%	1%	-19%
Cc1c(C(=O)Nc2ccc(S(=O)(=O)N3CCOCC3)cc2)cccc1[N+](=O)[O-]	/	-1	?	-1%	4%	-4%	28%
O=S(=O)(Cc1ccccc1)N1CCC(c2nc(-c3cccs3)no2)CC1	15	-1	13%	1%	0%	6%	5%
CSc1ccc(/C=N/NC(=O)c2ccc(-n3cnnn3)cc2)cc1	/	/	-55%	-5%	/	0%	?
COc1cc(Cl)ccc1NC(=O)COc1ccccc1C(=O)N1CCN(c2ccc(O)cc2)CC1	29	-4	?	-7%	-4%	?	5.9µM*
Cc1cc(Br)c(NC(=O)CN2CC=C(c3ccccc3)CC2)c(Br)c1	34	15	?	20%	7%	4%	-10%
COCCCNC(=O)C1Cc2cc(S(=O)(=O)N3CCCC3)ccc2N1C(C)=O (centres undefined)	8	1	-26%	14%	-5%	?	0%
NNC(=S)NC1CCCCCCCCCCC1	5	-4	10µM*	76%[activator]	1%	-3%	?
CCOC(=O)N1CCN(Cc2nc3cc(NC(=O)C(C)C)ccc3n2C)CC1	2	1	?	11%	-2%	3%	-25%
Cc1cc(=O)[nH]c(SCC(=O)Nc2cccc3ccccc23)c1C#N	6	-1	/	0%	6%	-2%	13%
N#C/C(=N\Nc1ccc(S(=O)(=O)N2CCCCC2)cc1)C(N)=S	-2	-2	8%	72%[activator]	-6%	-14%	5%
Nc1ccc(CN2CCOCC2)cc1	-7	6	?	-6%	5%	-1%	11%
Fc1ccc(C2=Nn3c(Cc4ccccc4F)nnc3SC2)cc1	35	-1	?	23%	-4%	0%	-8%
CC1CC1C(=O)OCC(=O)N(C)c1c(N)n(Cc2ccccc2)c(=O)[nH]c1=O (centres undefined)	/	/	-7%	21%	/	-9%	41%[activator]
O=C(Nc1nc2ccc(S(=O)(=O)N3CCCC3)cc2s1)c1ccc(F)cc1	-9	-5	/	/	/	2%	/
CN(CC(=O)Nc1c(Cl)cccc1Cl)C(=O)c1cccn1C	-6	1	26%	-1%	-3%	-3%	5%
Cn1c(SCC(=O)N/N=C/c2ccc(O)c(O)c2)nc2ccccc21	29	-3	0%	5%	8%	-3%	-2%
O=C(Cc1cn2ccsc2n1)OCc1nc2ccccc2s1	11	18	0%	-25%	-3%	-16%	6%
COc1ccc(-c2cccc(C3CC=CC4C3C(=O)N(Cc3ccccc3)C4c3ccc(C(F)(F)F)cc3)c2)cc1 (centres undefined)	-5&-2	0&-2	7.4µM*	-2%	2%	4%	6.6µM*
COc1ccc(NC(=O)CN(C)C(=O)c2cn(-c3ccccc3)nc2-c2ccc(OC)cc2)cc1	/	/	?	22%	/	0%	13µM*
COc1ccc(NC(=O)COC(=O)c2n[nH]c3ccccc23)c(OC)c1	/	/	12%	-4%	/	6%	?
Cc1ccc2cc(CN(Cc3cccs3)C(=O)c3ccco3)c3nnnn3c2c1C	5	-2	11%	/	2%	/	22%

Following part.
Structure	Shiga toxin inh	Cycloheximide cs	Pf growth 96h	AMA1-RON2 inh	LmPK inhibitor	TbPYK inhibitor	Pf growth 48h
CCOC(=O)C1(C(=O)O)NC(=O)CC1c1ccccc1 (centres undefined)	-14	-2	?	3%	-2%	4%	4%
COc1ccccc1OCC(=O)NCCSCc1cccc(Cl)c1	-11	-4	12µM*	-27%	2%	3%	11%
Cc1ccc(NC(=O)c2cc(N3C(=O)C4CCCCC4C3=O)ccc2N2CCOCC2)cc1 (centres undefined)	-1	-1	32%[activator]	-1%	8%	-1%	-15%
Cc1ccc(CN2CCCN(Cc3ccc(C)cc3)S2(=O)=O)cc1	5	0	?	31%[activator]	-5%	-1%	-18%
COc1ccc(N2CCN(C(=O)c3ccc(C)c(NC(=O)c4ccco4)c3)CC2)cc1	-6	-2	29%	-7%	0%	-6%	-23%
COc1cccc(CNC(=O)c2nnn(-c3ccc(OC(F)(F)F)cc3)c2N)c1	-7	4	?	19%	8%	/	/
COC(=O)C(C(=O)NCC1CCCO1)C1CCCCCC1 (centres undefined)	12	1	/	5%	-10%	-13%	5%
N/C(=N\OC(=O)N1CCOCC1)c1ccccc1	32	23*	8.3µM*	8%	-23%	-8%	6.6µM*
COc1cccc(-c2cnc(OC(C)(C)C)nc2OC(C)(C)C)c1	5	-4	?	-1%	5%	3%	/
CC(=O)Nc1ccc(C23CC4CC(CC(C4)C2)C3)cc1	26	14	67%[activator]	-7%	3%	1%	-11%
N=c1c2c(-c3ccccc3)c(-c3ccccc3)oc2ncn1CCCN1CCOCC1	-9	-6	12µM*	-18%	-2%	0%	13µM*
COCCn1c(=O)[nH]c2cc(C(=O)N3CCN(c4ccccc4)CC3)ccc2c1=O	-1	-4	-5%	4%	1%	5%&-2%	1%
Cc1cc2nc3c(=O)[nH]c(=O)nc-3n(CC(O)C(O)C(O)COP(=O)(O)O)c2cc1C (centres undefined)	-9	3	?	/	/	-5%	?
NS(=O)(=O)c1ccc(NC(=O)c2ccc3c(c2)CCCC3)cc1	45	48*	40%	20%	-3%	2%	27%
CC(=O)Nc1ccc(S(=O)(=O)N2CCc3cc4c(cc3C2C)OCCCO4)cc1 (centres undefined)	-8	3	?	-8%	8%	0%	?
CC1CCCC(C)N1C(=O)CSCc1ccc(Cl)cc1 (centres undefined)	49	7	/	16%	3%	-9%	9%
Cc1cc(NC(=O)Nc2ccc(Cl)cc2)n(C)n1	15	14	-15%	-5%	-1%	1%	10%
COc1ccc(-c2nn(-c3ccccc3)cc2CNC(=O)c2cccc([N+](=O)[O-])c2)cc1	12	15*	?	-8%	1%	2%	?
CS(=O)(=O)N(CC(=O)NCCSCc1ccco1)c1ccc2c(c1)OCO2	-9	-2	-17%	2%	4%	-6%	-6%
O=c1c(CN2CCN(Cc3ccccc3F)C(CCO)C2)coc2ccccc12 (centres undefined)	9	0	?	0%	-6%	2%	4%
COc1ccc(C2CCCN2C(=S)Nc2cccc(C)c2)cc1OC (centres undefined)	-5	7	?	-6%	7%	-10%	12µM*
CC(C)C(=O)Nc1c(-c2cccc(Cl)c2)c(=O)c2ccccc2n1C	16	0	-9%	1%	2%	1%	-12%
Cc1ccc(-n2c(=O)[nH]c3c(C(N)=O)nc(-c4ccc(C)o4)nc32)cc1	-17	-1	4%	17%	7%	-6%	-16%
COc1ccc(-c2noc(Cn3cc(S(=O)(=O)N4CCCC4)ccc3=O)n2)cc1	/	/	-25%	9%[11.6 µM]	/	5%	?
Cc1ccc(-c2c(C(=O)N/N=C/c3sccc3C)nnn2-c2nonc2N)cc1	-2	-7	0.93µM*	-3%	-6%	1%	?
Cc1cc(N2CCN(S(=O)(=O)c3ccc(Br)cc3)CC2)n2ncnc2n1	-3	-3	33%[activator]	3%	4%	2%	?
CCOC(=O)n1c(=O)n(Cc2ccc(F)cc2)c2ccccc21	1	-1	-2%	10%	-2%	-9%	0%
COCCNc1nnc(SCC(=O)NNC(=O)c2ccccc2)s1	-1	-1	18%	91%[activator]	10%	-4%	15%
O=C(NC1CCCCC1)c1cnn2c(C(F)(F)F)cc(-c3ccco3)nc12	49	1	3%	24%	-2%	-8%	?
CNCCCOc1cc(C)cc(C)c1C	-12	-2	?	-8%	-8%	-2%	-23%

Next results
Structure	Shiga toxin inh	Cycloheximide cs	Pf growth 96h	AMA1-RON2 inh	LmPK inhibitor	TbPYK inhibitor	Pf growth 48h
Nc1o[nH]c(=O)c1Cc1ccccc1	-6	-2	-25%	23%	5%	4%	-13%
Cc1cc(NC(=O)c2nn(C)c(C)c2Br)no1	81*	45*	191%[activator]	20%	0%	3%	171%[activator]
Cc1csc(NC(=O)CN2C(=O)c3ccccc3C2=O)c1C(N)=O	-19	8	0%	16%	3%	-9%	30%
O=C(Nc1nccs1)c1ccc2ccccc2c1	79*	52*	-17%	52%[activator]	1%	4%	15%
COC(=O)CCCCCN1C(=O)NC(c2ccc(-c3ccccc3)cc2)C(C(=O)OCc2ccccc2)=C1C (centres undefined)	-12	-4	?	0%	0%	2%	?
CN(C)S(=O)(=O)c1c(Cl)cccc1Cl	-9	-4	20%	6%	4%	-4%	/
CCOc1ccc(OCC)c(NC(=O)CN2CCN(c3cccc(C)c3C)CC2)c1	-5	-2	0%	-26%	-3%	20%	?
CCC(CC)C1C(C#N)=C(N)Oc2c1c(=O)oc1ccccc21 (centres undefined)	-5	-2	?	-3%	3%	-5%	?
CC1CCN(c2nc3c(c(=O)n(C)c(=O)n3C)n2CCSc2ncccn2)CC1	-2	0	19%	-4%	-2%	0%	37%[activator]
COc1cc(CNC(=O)CCCC/C=C\C(C)C)ccc1O	-14	-8	/	/	2%	/	/

3 entries picked at random from the list so far:
Structure	Shiga toxin inh	Cycloheximide cs	Pf growth 96h	AMA1-RON2 inh	LmPK inhibitor	TbPYK inhibitor	Pf growth 48h
CCC(CC)C1C(C#N)=C(N)Oc2c1c(=O)oc1ccccc21 (centres undefined)	-5	-2	?	-3%	3%	-5%	?
COc1cc(CNC(=O)CCCC/C=C\C(C)C)ccc1O	-14	-8	/	/	2%	/	/
O=C(Nc1nccs1)c1ccc2ccccc2c1	79*	52*	-17%	52%[activator]	1%	4%	15%
